High-throughput results deposited in PubChem by National Center for Advancing Translational Sciences (NCATS).
Lipid storage S3: qHTS Assay for Lipid Storage Modulators in Drosophila S3 Cells. Drosophila S3 cells, BODIPY lipid droplet fluorescence, 18-24 h; cells fed with added oleic acid. lipid storage change, negative = inhibition, % at the top dose, mostly 46.1 µM; hits show Potency in µM. hit rate 0.64% among 320,000; active = well fitted inhibition curve with a large enough effect in the signal ratio, with a control signal flat, not every such curve was filed as active; inconclusive = small, poorly fitted or top-dose-only effect, or effect the other way, or a change in a side signal; the % refers to the signal ratio
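Laser-scanning cytometry quantifies lipid droplet accumulation (500–530 nm total intensity; droplet/cell object ratio) in oleic acid-fed (400 uM added) Drosophila S3 cells treated with a concentration series. 20 uM Triacsin C defined 100% inhibition.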
Lipid storage S3 cell count max: further read-out of Lipid storage S3, marked with its call; cell number change, %; measured here: cell count max response;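 cells counted by Cell Tracker Red CMTPX staining in the red channel; peak over a dose series mostly up to 46.1 µM; percent activity relative to internal control wells on each plate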
The depositor's hits bear a star; i = inactive; ? = inconclusive; nt = not tested or not shown; [ ] = dose if it differs, or a comment. % is set by controls: 0 for no effect and ±100 for the full control effect; potency is the fitted concentration of half-maximal effect. An excerpt. The share of hits here may be higher or lower than overall.

molecule | Lipid storage S3 | Lipid storage S3 cell count max
CC1(C)CC(=O)C2=C(C1)OC(N)=C(C#N)C2C#Cc1ccccc1 (centres undefined) | ? | nt
O=C(C#Cc1ccccc1)c1ccc([N+](=O)[O-])cc1 | ? | nt
O=C1NC(=O)C(CC(=O)N(c2ccccc2)C2(C(=O)NC3CCCC3)CCCCC2)N1 (centres undefined) | -4% | -15
COC(=O)N1c2ccccc2C=Cc2ccccc21 | -14% | 23
CCCCn1c(=NC(=O)c2ccc3c(c2)OCO3)c(C#N)cc2c(=O)n3cccc(C)c3nc21 | ? | nt
Cc1c(Cl)cccc1NC(=S)N1CCCCCC1 | ? | nt
CCNC(=O)C(=O)NCCC1CCCCN1S(=O)(=O)c1cccs1 (centres undefined) | -3% | 0
Cc1ccccc1Cn1c([N+](=O)[O-])cnc1C | ? | nt
O=C(CSc1nnc(Cc2cccs2)n1CCc1ccccc1)N1CCCc2ccccc21 | i | -23
Cc1c(Cc2ccccc2)c(=O)oc2cc(OCC(=O)N[C@@H](Cc3ccccc3)C(=O)O)ccc12 | 14% | 9
COc1ccc(Cl)cc1NC(=O)CSc1nc(NS(=O)(=O)c2ccc(C)cc2)cc(=O)[nH]1 | ? | nt
C/C(=N\NS(=O)(=O)c1ccc(C)cc1)c1ccc(Br)s1 | ? | nt
Cc1nn(Cc2ccc(Cl)cc2)c(C)c1NC(=O)/C=C/c1cnn(C)c1 | ? | nt
Cc1cccc(/N=C/c2nc(-c3ccccc3Br)oc2O)n1 | 8% | 18
CCc1cc(=O)oc2cc(C)cc(OCC(=O)NCCCN3CCOCC3)c12 | -17% | -5
CC(=O)Nc1cccc(-c2nnc(SCC(=O)N3CCCCC3)n2C)c1 | 2% | 4
Cc1ccc(-c2nc(CN(Cc3cnn(C)c3)C(C)C)c(C)o2)o1 | 13% | 12
COCc1nnc(NC(=O)COc2ccc3c(c2)OCO3)s1 | ? | nt
CCn1c(SCC(=O)c2ccc(C)cc2)nnc1-c1ccncc1 | 4% | 10
O=C(Cc1cccs1)N1CCN(S(=O)(=O)c2ccc(F)c(F)c2)CC1 | ? | nt
O=C(c1ccc(Cl)c(S(=O)(=O)N2CCc3ccccc3C2)c1)N1CCN(c2ccccc2)CC1 | ? | nt
O=C(NCc1cccs1)c1cc2c(s1)CS(=O)(=O)C2 | 6% | -6
CCC(=O)Nc1cccc(NC(=O)c2ccc3c(c2)OCCO3)c1 | i | nt
Cc1ccc(Cc2nnc(SCC(=O)Nc3ccc(C)cc3C)[nH]c2=O)cc1 | -63%[0.0737 µM] | nt
CC1(C)OC(=O)C(=NNc2ccccc2[N+](=O)[O-])C(=O)O1 | ? | nt
Cc1ccc(-c2cc(NC(=O)c3ccccc3)on2)cc1 | 1% | 1
COc1ccc(CNC(=O)C(C)OC(=O)C23CC4CC(CC(O)(C4)C2)C3)cc1 (centres undefined) | ? | nt
COc1cccc(/C=C/C(=O)Nc2ccc3c(c2)OCCO3)c1 | ? | nt
O=C(CSc1nnc(-c2ccc(O)cc2)n1Cc1ccccc1)NNC(=O)c1ccc(Br)cc1 | ? | nt
CCCc1ccc(C(=O)Cn2nc(C(=O)O)c3ccccc3c2=O)cc1 | ? | nt

Sorted by the number under Lipid storage S3 (low to high): some entries from above
SMILES | Lipid storage S3 | Lipid storage S3 cell count max
CCNC(=O)C(=O)NCCC1CCCCN1S(=O)(=O)c1cccs1 (centres undefined) | -3% | 0
CC(=O)Nc1cccc(-c2nnc(SCC(=O)N3CCCCC3)n2C)c1 | 2% | 4
O=C(NCc1cccs1)c1cc2c(s1)CS(=O)(=O)C2 | 6% | -6

The list continues:
molecule | Lipid storage S3 | Lipid storage S3 cell count max
CCOc1ccc(/C=N/NC(=O)C(C)N(c2ccc(OC)cc2)S(C)(=O)=O)cc1 (centres undefined) | 2% | -4
CC(C)Oc1ccc(C(CC(=O)O)c2ccc(F)cc2)cc1 (centres undefined) | -8% | 3
O=C1[C@@H]2C(c3cccnc3)=NO[C@@H]2C(=O)N1c1ccc(Br)cc1 | ? | nt
COc1ccc(OC)c(NC(=O)C(=O)/C=C(\O)c2cc(OC)ccc2OC)c1 | -28% | nt
COc1ccc2nc(NC(=O)CSC3=NCCS3)sc2c1 | ? | nt
COc1ccc(CC(=O)NNC(=O)c2ccco2)cc1OC | i | -13
Cc1ccc(C)c2[nH]c(=O)c(CCNC(=O)c3cccs3)cc12 | ? | nt
O=C(CCCN1C(=O)/C(=C\c2ccccc2)SC1=S)Nc1ccccc1O | 7% | 18
NC(=NC(=O)c1cccc(C(F)(F)F)c1)c1ccc(C(F)(F)F)cn1 | 11% | -3
CC(C)(C)c1ccc(C(=O)Nc2ccc(C(=O)N3CCCC3)cc2)cc1 | ? | nt
O=C(NC1CC2CCC(C1)N2Cc1nnnn1Cc1ccco1)NC12CC3CC(CC(C3)C1)C2 (centres undefined) | ? | nt
NNC(=O)COc1ncn(-c2ccccc2)n1 | ? | nt
Fc1ccc2[nH]c3c(N4CCSCC4)ncnc3c2c1 | ? | nt
COCCn1c(C)cc(C(=O)CSc2nc3ccccc3s2)c1C | ? | nt
CCOC(=O)c1cc(-c2cc(OC)c(OC)c(OC)c2)nc2c1c(=O)[nH]c(=O)n2Cc1ccccc1 | ? | nt
CCCOc1ccc(N2C(=O)CC(N3CCN(S(=O)(=O)c4ccccc4)CC3)C2=O)cc1 (centres undefined) | -9% | -11
O=C(Nc1nnc(-c2ccc(Cl)cc2)o1)c1ccccc1Br | ? | nt
O=C(CCCNC(=O)c1ccc(Cl)cc1)Nc1ccc(Br)cc1 | ? | nt
COC(=O)C(Cc1ccccc1)NC(=O)CCNC(=O)c1ccc(Br)cc1 (centres undefined) | i | -6
COc1ccc(NS(=O)(=O)c2ccc(C)c(C(=O)N3CC(C)OC(C)C3)c2)cc1 (centres undefined) | 12% | 24
COCCNC(=O)CS(=O)Cc1nc(-c2ccccc2C)oc1C (centres undefined) | ? | nt
Cn1c(=O)c2c(SCC(=O)NCC3CCCO3)nc(-c3cccs3)nc2n(C)c1=O (centres undefined) | ? | nt
NC(=O)N1OCC2COc3ccc4ccccc4c3C21 (centres undefined) | ? | nt
Cc1ccc(N(CCC#N)C(=O)COC(=O)c2ccccc2SCC(=O)N2CCCC2)cc1 | 19% | nt
O=C(CCN1CCCCC1)c1ccc2c(c1)OCCO2 | ? | nt
COC(=O)c1ccc(CSc2ccc3nnc(-c4ccccn4)n3n2)o1 | i | nt
CCOc1ccc(C(=O)Nc2ccccc2C(=O)O)cc1 | ? | nt
COc1ccc(N2C(=O)C3CCCN3C2c2ccc(C)o2)cc1 (centres undefined) | ? | nt
CC1CN(c2nc(-c3ccccc3)nnc2-c2ccccc2)CC(C)O1 (centres undefined) | -22% | -4
O=Nc1c(-c2c(O)[nH]c3cc(Br)ccc23)[nH]c2ccccc12 | ? | nt
COC(=O)c1ccc(=O)n(Cc2ccc3c(c2)OCO3)c1 | ? | nt
O=C(CCC(=O)Nc1ccccc1Cl)NNC(=O)c1ccco1 | 3% | 11
O=C(Nc1cccc(F)c1)Nc1ccc2c(c1)OCO2 | ? | nt
COc1cc(C)nc(N2CCC(C(=O)NC3CCCCC3)CC2)n1 | ? | nt
Cc1c(C(=O)Oc2cccc3cccnc23)cccc1[N+](=O)[O-] | -6% | 9
COc1ccccc1NS(=O)(=O)c1cc(Cl)ccc1OC | 21% | -7
CCOC(=O)N1CCN(C(=O)C2CCN(S(=O)(=O)c3ccc(Br)s3)CC2)CC1 | ? | nt
CCOC(=O)CSc1nn(C)c(=S)s1 | -29% | 14
O=C(CN1CCSc2ccccc21)NCCCc1ccccc1 | -2% | 1
CSc1cccc(NC(=S)N(Cc2ccccc2)Cc2ccccn2)c1 | 0% | -21
CC1(C(=O)N2CCN(c3ccccc3)CC2)CC1(Cl)Cl (centres undefined) | ? | nt
CCNC(=S)N(CCc1ccccc1C)Cc1cc2cc(OC)c(OC)cc2[nH]c1=O | -2% | -9
CC(C)NC(=O)c1onc(CSc2ccc(F)cc2)c1C(=O)O | -8% | -6
COc1ccccc1NC(=O)C1CCCN(c2cc(C)nc3ncnn23)C1 (centres undefined) | 4% | -10
O=C(NCCOC(=O)c1ccc(C(=O)OCCNC(=O)c2ccccc2)o1)c1ccccc1 | 1% | -1
CC(=O)Nc1ccc(/C=N/Nc2nncc3ccccc23)cc1 | ? | nt
O=S(=O)(c1cccc2cccnc12)N1CCc2ccccc21 | ? | nt
CSc1nsc(SC)c1C(N)=O | -2% | 8
Cc1cccc(N2CCN(C(=O)C3(S(=O)(=O)c4ccc(Cl)cc4)CC3)CC2)c1C | 8% | 0
Cc1ccc(Cl)cc1N1CCN(S(=O)(=O)N2CCCCC2)CC1 | ? | nt
COC(=O)c1ccc(-c2ccc(OC)c([C@H]3[C@H]4C=CC[C@@H](C)[C@@H]4C(=O)N3Cc3ccccc3)c2)cc1 | -6% | 10
CCCc1cc(=O)oc2c(C)c(OCC(=O)NCCCn3ccnc3)ccc12 | 18% | -5
c1ccc(COc2ccc(Nc3ncnc4nc[nH]c34)cc2)cc1 | ? | nt
CCOC(=O)c1cnc2ccccc2c1NCc1ccco1 | -1% | -3
CS(=O)(=O)c1cccc(S(=O)(=O)N2CCN(c3ccccn3)CC2)c1 | ? | nt
CCOc1ccc(S(=O)(=O)Nc2ccncc2)c(C)c1C | ? | nt
Cc1cccc(-c2cc(C(=O)N3CCCc4ccccc43)c3ccccc3n2)c1 | -7% | 3
Cc1c(C(=O)Nc2ccc(C(=O)Nc3ccccc3)cc2)cccc1[N+](=O)[O-] | ? | nt
Cc1sc2nc(C(C)Nc3ccccc3N3CCOCC3)[nH]c(=O)c2c1C (centres undefined) | ? | nt
CSc1nnc(-c2ccncc2)n1CCCN1CCCC1=O | 0.73µM* | -16*

The list goes on; it opens with the 5 that closed the last part.
molecule | Lipid storage S3 | Lipid storage S3 cell count max
CCOc1ccc(S(=O)(=O)Nc2ccncc2)c(C)c1C | ? | nt
Cc1cccc(-c2cc(C(=O)N3CCCc4ccccc43)c3ccccc3n2)c1 | -7% | 3
Cc1c(C(=O)Nc2ccc(C(=O)Nc3ccccc3)cc2)cccc1[N+](=O)[O-] | ? | nt
Cc1sc2nc(C(C)Nc3ccccc3N3CCOCC3)[nH]c(=O)c2c1C (centres undefined) | ? | nt
CSc1nnc(-c2ccncc2)n1CCCN1CCCC1=O | 0.73µM* | -16*
COc1ccc(C2C(C(=O)Nc3cc(OC)c(OC)c(OC)c3)c3ccccc3C(=O)N2C)cc1OC (centres undefined) | ? | nt
COc1ccc(Cl)cc1C(=O)Nc1cccc(-c2ccc3nncn3n2)c1 | 1% | 12
O=C(CC(Sc1ccc(Br)cc1)C(=O)O)c1ccc(F)cc1 (centres undefined) | -1% | -1
Cc1ccc(-c2nnc(SCC(=O)Nc3ccccc3N3CCOCC3)o2)cc1 | ? | nt
COc1cccc(COCC(O)CN2CCC(C(N)=O)CC2)c1 (centres undefined) | i | 15
CCc1ccc(NC(=O)C(NS(=O)(=O)c2ccc3c(c2)CCN3C(C)=O)C(C)C)cc1 (centres undefined) | ? | nt
CCCCCC(C(=O)O)C(C)CC(=O)NC1CCCCC1 (centres undefined) | 11% | 5
CC(=O)c1sc(N/N=C\c2ccc(C)cc2)nc1C | ? | nt
C#CCn1ccc(O)c(Cc2ccccc2)c1=O | ? | nt
CCOC(=O)c1cc(C#N)c(Oc2ccc(F)cc2)nc1-c1ccccc1 | -10% | -10
Cc1ccc(P(C)(=O)c2ccc(C)cc2)cc1 | ? | nt
COc1ccc(NC(=O)c2ccc(-n3cncn3)c([N+](=O)[O-])c2)cc1OC | 29% | 20
Cc1n[nH]c(C)c1S(=O)(=O)N1CCc2ccccc21 | 11% | -3
Cc1ccc(S(=O)(=O)c2nnn3c2nc(N2CCOCC2)c2ccccc23)cc1 | ? | nt
CC1CCN(c2ccc3nnc(CCC(=O)NCc4ccco4)n3n2)CC1 | ? | nt
CCc1nnc(NC(=O)Nc2ccc(Cl)cc2)s1 | -4% | -2
COc1ccc(C(=O)Nc2ccccc2C(=O)NCc2cccnc2)cc1OC | ? | nt
Cc1ccccc1NC(=O)c1ccccc1NC(=O)c1ccccc1F | ? | nt
COC(=O)c1cc(Cl)c(NC(=O)c2ccc(F)cc2)cc1OC | ? | nt
Cc1ccc([N+](=O)[O-])cc1NC(=O)c1cccnc1 | ? | nt
COc1cccc(C(=O)N2CCOCC2)c1 | ? | nt
Cc1ccc(C)c2[nH]c(=O)c(C(c3nnnn3Cc3ccccc3)N3CCc4ccccc4C3)cc12 (centres undefined) | ? | nt
O=C(O)c1c(C(=O)N2N=C3/C(=C/c4ccccc4)CCCC3C2c2ccccc2)cccc1[N+](=O)[O-] (centres undefined) | ? | nt
CC(=O)NC(Cc1ccc(C)cc1)C(=O)NC1CCN(C(=O)c2ccc([N+](=O)[O-])cc2)CC1 (centres undefined) | -12% | 11
N#CC(C(=O)NC1CC1)c1nc2ccccc2nc1N1CCN(C/C=C/c2ccccc2)CC1 (centres undefined) | ? | nt
CCc1ccc2[nH]c(=O)c(C(c3nnnn3Cc3ccc(OC)cc3)N3CCOCC3)cc2c1 (centres undefined) | ? | nt
Cc1cc(-c2ccc(Cl)cc2Cl)c(C#N)c(=O)[nH]1 | i | nt
